PLK1 PBD block = qHTS for Inhibitors of PLK1-PDB (polo-like kinase 1 - polo-box domain): Primary Screen; Potency, µM, for the others: max response, negative = inhibition, hits mostly inhibitors; hit rate 2.8% among 360,000; Plk1 PBD binding of FITC phosphopeptide, fluorescence polarization; AID 720504, 2013; also: potency is read from the fitted curve at half-maximal effect; series mostly up to about 57 µM; % is scaled to controls: 0 for no effect and ±100 for the full control effect; nearly all actives have a fitted effect of over 65% in size
Target sequence (P53350 whole entry, looked up, the tested form may be a part): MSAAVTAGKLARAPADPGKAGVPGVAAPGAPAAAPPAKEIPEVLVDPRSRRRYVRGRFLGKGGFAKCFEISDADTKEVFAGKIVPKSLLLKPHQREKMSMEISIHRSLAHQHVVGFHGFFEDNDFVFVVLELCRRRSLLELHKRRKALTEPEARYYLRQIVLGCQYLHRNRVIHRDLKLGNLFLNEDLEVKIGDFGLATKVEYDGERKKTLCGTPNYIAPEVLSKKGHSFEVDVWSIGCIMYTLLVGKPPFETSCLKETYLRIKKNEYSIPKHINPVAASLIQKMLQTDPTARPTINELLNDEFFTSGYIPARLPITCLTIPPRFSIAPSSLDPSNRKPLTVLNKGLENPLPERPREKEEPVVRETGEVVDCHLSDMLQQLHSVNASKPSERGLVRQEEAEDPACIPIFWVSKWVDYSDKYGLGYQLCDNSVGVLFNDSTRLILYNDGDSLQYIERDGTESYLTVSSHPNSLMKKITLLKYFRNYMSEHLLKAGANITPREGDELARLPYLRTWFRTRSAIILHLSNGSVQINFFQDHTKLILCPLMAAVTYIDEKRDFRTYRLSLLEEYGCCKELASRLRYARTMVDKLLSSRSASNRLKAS
IL-2 act = qHTS of IL-2 Activators. IL-2 activation reporter assay, cell-based qHTS; stimulated with anti-CD3/CD4/CD28 beads; in transgenic mouse T cells. activation, % (series mostly up to about 46 µM). hit rate 0.065% among 360,000. AID 652025, 2013; in the data active = activation above about 50%; inconclusive = mostly about 30% to 49%; also: 0% is about no effect
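Unstimulated transgenic mouse T cells, 750 per well, received compound and, after 60 minutes, anti-CD3/anti-CD4 bead plus anti-CD28 stimulation. EGFP and DsRed were quantified after 18 hours.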
WRN inhibitor = qHTS for Inhibitors of WRN Helicase | Bifunctional 3'-5' exonuclease/ATP-dependent helicase WRN (Homo sapiens), Q14191 | AID 651768, 2012 | hit rate 0.46% among 360,000 | Potency, µM (top dose mostly 114 µM), inactives show at the top dose activity change, negative = inhibition, actives largely listed as inhibitors | WRN helicase unwinding, fluorescent forked duplex, kinetic; also: potency is read from the fitted curve at half-maximal effect; % is scaled to controls: 0 for no effect and ±100 for the full control effect; nearly all actives have a fitted effect of over 55% in size
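Enzyme (20 nM final) and test compound sit together 15 min at room temperature before substrate addition. Substrate is a single-forked duplex oligonucleotide (100 nM) labelled with fluorophore and quencher, with 2 mM ATP; helicase unwinding raises red fluorescence, read kinetically.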
Abeta yeast res = qHTS for compounds that reverse cellular toxicity of Amyloid beta (A-beta) peptide in yeast: Primary Screen. yeast expressing A-beta42, growth rescue, OD600, 48 h; response scale: 0% DMSO, 100% iron-clioquinol control. Potency, µM (highest dose often 46.1 µM), for inactives: top-dose growth rescue, most hits filed as activators. hit rate 0.063% among 410,000. AID 1347071, 2019; also: potency is read from the fitted curve at half-maximal effect; nearly all actives have a fitted effect of over 55% in size
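Growth rescue measured by 600 nm absorbance after 48 h yeast culture at 30 C with compound. Values normalized between DMSO and an equimolar ferric chloride plus clioquinol control.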
EPAC1 antag = qHTS for Antagonist of cAMP-regulated guanine nucleotide exchange factor 3 (EPAC1): primary screen. AID 720709, 2013. EPAC1 GEF assay, Rap1b-BODIPY-GDP exchange fluorescence. Potency, µM (series often up to 115 µM), without a hit: at the top dose activity change, negative = inhibition, hits mostly inhibitors. hit rate 0.14% among 360,000. Rap guanine nucleotide exchange factor 3 (Homo sapiens), O95398;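 also: potency is read from the fitted curve at half-maximal effect; plate controls were vehicle for no effect and positive control for full effect; nearly all actives have a fitted effect of over 50% in size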
aSyn yeast inh = qHTS of alpha-syn Inhibitors | Yeast expressing alpha-synuclein, growth rescue, BacTiter-Glo, 24 h | Potency, µM (highest dose often 46.1 µM), inactives show at the top dose growth rescue (activation), actives largely listed as activators | hit rate 0.14% among 370,000; also: potency is read from the fitted curve at half-maximal effect; % of control where 0% means no effect; nearly all actives have a fitted effect of over 65% in size
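Readout is rescue of growth in alpha-synuclein-expressing yeast, so inhibitors of toxicity appear as activators. Growth after 24 hr at 30 deg C in galactose medium is quantified by luminescence.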
EPAC1 ag = qHTS for Agonist of cAMP-regulated guanine nucleotide exchange factor 3 (EPAC1): primary screen. Rap guanine nucleotide exchange factor 3 (Homo sapiens), O95398. EPAC1 agonist qHTS, biochemical assay; response scale: 100% = response to 6.5 mM cAMP. Potency, µM (top dose mostly 154 µM), for inactives: at the top dose activation, most hits filed as activators. hit rate 0.073% among 360,000. AID 720707, 2013; also: potency is read from the fitted curve at half-maximal effect; nearly all actives have a fitted effect of over 60% in size
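Fluorescent GDP-exchange assay: 100 nM EPAC1 with 250 nM Rap1B preloaded with BODIPY-GDP and 50 uM GDP; compounds tested as concentration series, 5 min at room temperature, then read every 5 min for 30 min (ex 480/em 540 nm); normalized to 6.5 mM cAMP.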
PI5P4Ka inh = qHTS for Inhibitors of phosphatidylinositol 5-phosphate 4-kinase (PI5P4K). PI5P4Kalpha enzyme, ADP-Glo luminescence, 60 min; hits give low values. max response, %. hit rate 1.2% among 330,000; active = max response of -50% or lower; inconclusive = between -30% and -50%; inactive = -30% or higher; also: value at the top dose of about 77 µM; % is scaled to controls: 0 for no effect and ±100 for the full control effect
Target sequence (P48426 whole entry, looked up): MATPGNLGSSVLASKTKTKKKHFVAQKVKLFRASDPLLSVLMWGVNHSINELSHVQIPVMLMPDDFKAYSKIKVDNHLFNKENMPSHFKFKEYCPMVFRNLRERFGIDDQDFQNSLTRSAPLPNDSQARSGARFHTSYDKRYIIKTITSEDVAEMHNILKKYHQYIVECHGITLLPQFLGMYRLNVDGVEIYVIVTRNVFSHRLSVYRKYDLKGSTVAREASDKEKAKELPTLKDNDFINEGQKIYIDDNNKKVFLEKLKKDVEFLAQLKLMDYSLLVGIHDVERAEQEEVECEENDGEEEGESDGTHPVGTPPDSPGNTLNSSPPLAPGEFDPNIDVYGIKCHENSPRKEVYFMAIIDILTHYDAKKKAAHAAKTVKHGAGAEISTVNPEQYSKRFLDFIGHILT
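ADP-Glo luminescence end-point read after a 60 min room-temperature kinase reaction of PI5P4Kalpha plus substrate, initiated with ATP at 5 microM final. Buffer: 0.038 M HEPES pH 7.4, EGTA, 0.1% CHAPS, 5% DMSO.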
FUS yeast rescue = qHTS for Suppressors of FUS Proteinopathy: Primary screen using FUS-linked yeast assay; S. cerevisiae FUS-expressing, growth rescue, OD600, 24 h; Potency, µM (highest dose often 76.6 µM), for inactives: at the highest dose growth rescue (activation), hits mostly activators; hit rate 0.24% among 390,000; AID 1347120, 2019;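 also: potency is read from the fitted curve at half-maximal effect; plate controls were DMSO vehicle for no effect and reference control for full effect; nearly all actives have a fitted effect of over 55% in size; some results filed as inactive show a strong effect at the top dose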
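Read-out: OD at 600 nm after 24hr at 30C, reporting rescue of FUS-induced yeast toxicity. Cells at OD 0.005 in galactose (2%) minimal medium; compounds tested in a dilution series; CP55940 titration from 92uM final as control.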
Active calls of the source: *; ? = inconclusive; / = no result given; & = joins results of further samples; [ ] = dose if it differs, or a comment. Unless noted, calls follow the shape of the dose curve; as a rule, active = well fitted curve in the direction sought with a large enough effect; inconclusive = small, poorly fitted or top-dose-only effect, or another doubt; inactive = no such curve, though single readings can be large; an effect the other way counts as inactive or inconclusive. Random draw from the library; 4.1% or so of the library scored in one or more.

SMILES	PLK1 PBD block	IL-2 act	WRN inhibitor	Abeta yeast res	EPAC1 antag	aSyn yeast inh	EPAC1 ag	PI5P4Ka inh	FUS yeast rescue
CN(Cc1ccccc1)Cc1nc2c([nH]1)c(=O)n(C)c(=O)n2C	-1%	-1.7	-11%	2%	-4%	0%	0%	7	10%
O=C(NCCOc1ccccc1Cl)c1ncn[nH]1	-8%	-4.3	4%	15%	7%	2%	-2%	2	-9%
CC(C)c1nnc(NC(=O)CCS(=O)(=O)Cc2ccccc2)s1	?	1.3	7%	-2%	-23%	-10%	6%	0	2%
c1ccc(NCc2nnc3n2CCCCC3)cc1	1%	-2.1	-3%	7%	1%	0%	5%	/	-20%
COc1ccc(NC(=O)CSCC(=O)Nc2nnc(C3CC3)s2)cc1	0%	-4.1	2%	5%	8%	0%	2%	-11	19%
CCn1ncc(Br)c1C(=O)Nc1ccc(C(=O)OC(C)C)cc1	-6%	-1.4	-6%	2%	?	0%	0%	15	25%
O=C(CC(Nc1cccc(Cl)c1Cl)C(=O)O)c1ccccc1 (stereo not given)	-10%	1.4	0%	21%	-3%	?	0%	-5	-35%
O=C(Nc1ccccc1Cl)c1cc(S(=O)(=O)N2CCOCC2)cs1	-2%	-1.9	6%	2%	8%	/	-4%	1	8%
COc1ccc(C(=O)NCCc2ccccc2)cc1[N+](=O)[O-]	-7%	5.8	0%	1%	-1%	1%	1%	-4	6%
Cc1ccc(C(=O)O)cc1NC(=O)Nc1ccc2c(c1)OCO2	-2%	0.5	1%	-22%	-3%	5%	-1%	-3	25%
CCN(CC)CCC(=O)N1c2ccccc2Sc2ccc(Cl)cc21	3%	-0.5	-4%	-8%	-14%	10%	-17%	1	-35%
Cc1cc(Nc2ccccc2)nc(NCc2ccccc2)n1	-5%	-0.7	-28%	-12%	-15%	-3%	9%	-13	5%
COc1ccc(-n2nc(C(=O)NCC(=O)NCCCN3CCOCC3)c3ccccc3c2=O)cc1Cl	-14%	0.9	-3%	-3%	-4%	1%	7%	1	10%
CCOC(=O)C1(CCc2ccccc2)CCN(Cc2ccc(C(=O)OC)cc2)CC1	-14%	-0.6	-3%	26%	-1%	15%	10%	4	12%
O=C(CN(C1CC1)S(=O)(=O)c1ccc(S(=O)(=O)N2CCCCCC2)cc1)Nc1ccccc1	-6%	-0.3	-5%	0%	-2%	-2%	2%	-6	3%
O=C(NCCC1CC1(Cl)Cl)Nc1ccccc1 (stereo not given)	4%	1.5	-2%	-23%	-5%	1%	2%	-3	-6%
Cc1csc(NC(=O)C2CCC(C)(C(=O)O)C2(C)C)n1 (stereo not given)	-5%	0.1	9%	29%	2%	0%	0%	1	3%
O=C(NCc1cccnc1)c1ccc(CS(=O)(=O)Cc2ccc(Cl)cc2)o1	1%	-0.2	6%	3%	10%	-6%	-3%	1	9%
O=C(CN1C(=O)C2C3CCC(C3)C2C1=O)OCC(=O)c1cccc([N+](=O)[O-])c1 (stereo not given)	-3%	-0.3	-6%	8%	-25%	7%	7%	-1	11%
Cc1ccc2nc(NCc3ccccc3)c(C#N)cc2c1	0%	-2.5	0%	-9%	17%	?	4%	18	17%

Quoted at random: 6 entries already listed, in no set order.
SMILES	PLK1 PBD block	IL-2 act	WRN inhibitor	Abeta yeast res	EPAC1 antag	aSyn yeast inh	EPAC1 ag	PI5P4Ka inh	FUS yeast rescue
COc1ccc(C(=O)NCCc2ccccc2)cc1[N+](=O)[O-]	-7%	5.8	0%	1%	-1%	1%	1%	-4	6%
O=C(CN(C1CC1)S(=O)(=O)c1ccc(S(=O)(=O)N2CCCCCC2)cc1)Nc1ccccc1	-6%	-0.3	-5%	0%	-2%	-2%	2%	-6	3%
CCn1ncc(Br)c1C(=O)Nc1ccc(C(=O)OC(C)C)cc1	-6%	-1.4	-6%	2%	?	0%	0%	15	25%
O=C(NCc1cccnc1)c1ccc(CS(=O)(=O)Cc2ccc(Cl)cc2)o1	1%	-0.2	6%	3%	10%	-6%	-3%	1	9%
CC(C)c1nnc(NC(=O)CCS(=O)(=O)Cc2ccccc2)s1	?	1.3	7%	-2%	-23%	-10%	6%	0	2%
O=C(CN1C(=O)C2C3CCC(C3)C2C1=O)OCC(=O)c1cccc([N+](=O)[O-])c1 (stereo not given)	-3%	-0.3	-6%	8%	-25%	7%	7%	-1	11%

Later entries:
SMILES	PLK1 PBD block	IL-2 act	WRN inhibitor	Abeta yeast res	EPAC1 antag	aSyn yeast inh	EPAC1 ag	PI5P4Ka inh	FUS yeast rescue
COc1cccc(CC(=O)OCC(=O)NC(Cc2ccccc2)C(C)=O)c1 (stereo not given)	-2%	-5.7	11%	7%	-10%	-2%	-5%	-10	0%
COCCN(CCOC)C(=O)c1ccc(CSc2nc3ccccc3s2)cc1	-19%	-4.7	-26%	5%	?	0%	-6%	8	18%
Cc1cc(N2CCOCC2)nc2ccc(NC(=S)NCCN(C)C)cc12	?	1.2	-4%[57.1 µM]	-15%	-14%	1%	3%	-2	-11%
O=C(COC(=O)CSc1ccccc1)Nc1ccc(F)cc1F	-6%	-5.0	-28%	-6%	6%	-7%	1%	-2	/
CC(C)Oc1ccc(N2CC(C(=O)Nc3ccccc3C(=O)NC3CC3)CC2=O)cc1 (stereo not given)	3%	0.3	-1%	6%	9%	3%	-3%	-3	4%
Cn1cc(Br)c(C(=O)N2CCN(c3cccc(Cl)c3)CC2)n1	-11%	0.3	-7%	7%	-1%	16%	1%	-8	3%
Cc1ccc(S(=O)(=O)N2CCN(C(=O)Cn3nc(C)c([N+](=O)[O-])c3C)CC2)cc1	-5%	2.0	0%	-13%	-12%	-11%	-14%	-11	9%
COC(=O)c1sc2nc(CN3CCN(c4cccc(C(F)(F)F)c4)CC3)[nH]c(=O)c2c1C	10%	0.3	-14%	1%	-24%	-2%	-15%	-13	15%
O=C(Nc1ccccc1)c1cccnc1NCCc1ccccc1	4%	0.6	-3%	0%	-12%	-14%	5%	1	3%
Cc1ccc2c(CC(=O)Nc3ccc(F)c(S(=O)(=O)N4CCOCC4)c3)coc2c1	-4%	-0.3	-11%	7%	-3%	2%	14%	6	-2%
S=C(N/N=C/c1ccc2ncccc2c1)Nc1ccccc1	0%	-3.1	4%	?	0%	5%	-5%	-12	-10%
Cn1/c(=N/N=C/c2ccc(N3CCOCC3)cc2)sc2ccccc21	0%	1.7	-5%	-1%	3%	1%	4%	1	-13%
CCc1cc(C(=O)COc2ccccc2F)c(O)cc1O	-5%	-0.5	-5%	-9%	4%	5%	-3%	2	15%
O=C(Nc1cccc(-c2nn[nH]n2)c1)c1cccs1	-11%	-0.6	-7%	4%	-30%	-1%	2%	-1	-9%
CC(C)(C)OC(=O)NC(CCNC=C1C(=O)OC(C)(C)OC1=O)C(=O)O (stereo not given)	-2%	-0.2	3%	8%	6%	-1%	1%	/	11%
C=CCN(C(=O)OC(C)(C)C)S(=O)(=O)NCc1ccccc1	-4%	-3.7	4%	-2%	-26%	-5%	-13%	7	-10%
COc1cc(NC(=S)Nc2cccnc2)cc(OC)c1OC	-7%	-0.7	-2%[57.1 µM]	-3%	7%	-14%	-1%	/	-14%
O=C(Cc1sc(Nc2ccccc2)nc1-c1ccccc1)NCc1ccccn1	-18%	1.9	1%	2%	1%	4%	9%	-6	10%
COc1cccc(OCCCN2CCCCC2)c1	-2%	-0.7	9%	9%	-5%	-1%	-3%	/	15%
O=C(Nc1cccc(C(F)(F)F)c1)c1cc(-c2cccs2)on1	-6%	-1.0	-4%	19%	1%	-3%	13%	/	1%
COc1cccc(OCc2nc(-c3ccc(Br)o3)no2)c1	-15%	-0.7	-5%	-14%	-21%	0%	8%	-11	-1%
O=C(CN1C(=O)C2CCc3[nH]c4ccccc4c3C2C1=O)N1CCCC1 (stereo not given)	-4%	-0.3	-2%	2%	9%	0%	2%	2	11%
O=C(NCCCN1CCCC1=O)c1c(O)nc2sccn2c1=O	-1%	-3.3	-1%	10%	0%	-5%	10%	-4	11%
CCOc1ccc(NC(=O)CSc2nc3ccsc3c(=O)n2CCCCCC(=O)O)cc1	-9%	-1.7	12%	-4%&6%	5%	-1%	2%	-11	31%&-1%
COc1ccc(CCNC(=O)C23CCC(C)(C(=O)C2Br)C3(C)C)cc1OC (stereo not given)	-8%	-0.3	-35%	-2%	-6%	8%	0%	2	11%
COCCCNCCOc1ccc(C(C)(C)c2ccccc2)cc1	-2%	-5.3	-4%	-9%	-20%	3%	-1%	2	14%
COCc1cc(C)nc(SC)c1C#N	-10%	0.5	11%	-9%	-16%	-4%	2%	-5	-16%
C#Cc1ccc([C@H]2C=C(C(=O)OCC=C)O[C@@H](OCCCCO)C2)cc1	-20%	1.4	-14%[11.6 µM]	3%	-11%	7%	-14%	-28	?
O=C1CCCN1CCCNS(=O)(=O)c1cccs1	3%	1.0	4%	-8%	9%	-1%	9%	-7	1%
